Screening results from PubChem BioAssay.
TAG inh: triacylglycerol accumulation inhibition; H9c2 cells, Nile Red lipid (TAG) fluorescence; cells loaded with 200 µM oleic acid; hit rate 0.66% among 230,000; inhibition, % at 12.5 µM; AID 651582;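 active = pattern-corrected inhibition of lipid staining of at least 50% with the nuclear-stain viability signal not falling by more than 50%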;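 note: 0% = DMSO wells and 100% = triacsin C control wells; some results filed as inactive read as strong as hits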
TAG inh DAPI viability: recorded beside TAG inh, whose call it bears; DAPI nuclei signal change (viability), lower = more cytotoxic, %;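 whole-well DAPI fluorescence read on a plate reader as a viability signal; minus 50 percent equals half of cells still viable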
* hit, by the source's call. Not all compounds are listed (hit frequency here may not be typical).

Order of results: TAG inh DAPI viability | TAG inh
- O=C(NNC(=O)c1cncc(Br)c1)c1ccncc1
  -4.2 | -11.4
- C/C(=N\Nc1cccc(C(F)(F)F)c1)c1ccc(O)cc1
  -2.0 | 7.7
- Cc1ccc2c(c1)N(C(=O)CCC(=O)NCCCN(C)Cc1ccccc1)CCO2
  12.0 | -7.5
- CC(C)(C)NS(=O)(=O)c1ccc(NC(=S)NC(=O)C2CC2)cc1
  16.0 | -26.6
- CC1CCN(S(=O)(=O)c2cccc(-c3nnc(-c4cccnc4)o3)c2)CC1
  2.6 | -14.5
- CCn1c(=NC(=O)CS(=O)(=O)c2ccccc2)sc2cccc(OC)c21
  -3.6 | -39.1
- Cn1c(NCc2c[nH]c3ccccc23)nc2ccccc21
  5.9 | -3.8
- COc1cccc(CNC(C)C(=O)Nc2ccc3c(c2)OCCO3)c1 (stereo unspecified)
  -13.6 | 10.0
- COc1ccc(-n2c(SCC(=O)Nc3ccc4c(c3)OCO4)nc3c(c2=O)SCC3)cc1
  3.4 | 6.7
- CC1(C)CC(c2nc(-c3ccc(Cl)cc3)cs2)CCS1 (stereo unspecified)
  4.5 | -17.4
- Cc1cc(-c2ccccc2)nc2oc(C(=O)NN)c(N)c12
  25.0 | -7.5
- CCOC(=O)C(NC(=O)c1ccc(Cl)cc1Cl)(Nc1ccc(C)cc1)C(F)(F)F (stereo unspecified)
  -0.6 | 18.6
- CC1=C(C(=O)OC(C)C)C(c2cccs2)n2ncnc2N1 (stereo unspecified)
  12.4 | -14.5
- CCCCOc1ccc(C(=O)NCC(=O)NCCOc2ccccc2OC)cc1
  -0.5 | 3.8
- CCN(CC)CCN(C(=O)C1=COCCO1)c1nc2ccc(C)cc2s1
  5.1 | 17.4
- O=C(Cn1cncn1)NCc1cccc(OC(F)F)c1
  -3.6 | 3.8
- O=C1C=CC(=O)N1c1ccc(Nc2ccccc2)cc1
  -4.4 | 1.0
- CS(=O)(=O)N1CCCCC1c1cc(C(=O)NCc2ccc(Cl)c(Cl)c2)no1 (stereo unspecified)
  -5.2 | -13.7
- CCN(Cc1ccncc1)C(=O)c1cc(COc2ccc(OC)cc2Cl)on1
  -6.3 | -5.6
- CN1Cc2c(N3CCOCC3)nc(SCCC#N)c(C#N)c2CC1(C)C
  -2.1 | -7.2
- Cc1cc(C(=O)N/N=C/c2ccc(O)c(O)c2O)c(C)n1-c1ccccc1
  -13.5 | 14.7
- CC(C)N1CCC(N2CCN(Cc3ccc(Oc4ncccn4)cc3)CC2CCO)CC1 (stereo unspecified)
  3.3 | 1.7
- Cc1ccc(-c2nc3cccnc3s2)cc1NC(=O)C1c2ccccc2Oc2ccccc21
  1.8 | 21.5
- C=CCN1CC2(c3ccccc3)CN(CC=C)CC(c3ccccc3)(C1)C2=O
  8.6 | -6.4
- C=CCOC1COC2C(OCC=C)COC12 (stereo unspecified)
  -5.3 | -6.4
- CCCN1C(=O)C(O)(CC(=O)c2ccc3c(c2)OCCO3)c2ccccc21 (stereo unspecified)
  -0.3 | -14.5
- CCCCC(=O)N/N=C/c1ccc(Sc2cccc3cccnc23)o1
  -60.1 | 104.5
- Cc1nc2ccc(NC(=O)/C=C/C(=O)O)cc2nc1C
  -2.5 | 7.9
- CCCCN(Cc1cc2cc(C)ccc2[nH]c1=O)C(=O)c1ccccn1
  5.1 | -7.2
- CC(C)(C)c1ccc(C(=O)NC(=O)CSc2n[nH]c(N)n2)cc1
  -1.9 | 18.3
- CCOc1cccc(CN2CCN(CCCc3ccccc3)C(CCO)C2)c1O (stereo unspecified)
  2.8 | -6.3
- COC(=O)[C@H](Cc1ccccc1)NC(=O)Cn1cnc(C(=O)Nc2ccc(C)c(C)c2)n1
  -1.6 | 15.2
- Cn1c(SCC(=O)Nc2ccccc2O)nnc1-c1ccco1
  -2.6 | 0.3
- C[C@@H]1CN([C@@H](C)CO)C(=O)c2cc(NC(=O)CCC(F)(F)F)ccc2O[C@H]1CN(C)Cc1ccc(Cl)c(Cl)c1
  10.0 | 2.3
- Cc1ccc(N2CC(C(=O)NC3CCSC3=O)CC2=O)cc1 (stereo unspecified)
  2.0 | -6.8
- CNc1nnc(-c2cccc(N(C)C)c2)s1
  7.6 | 3.0
- CC(=O)Nc1ccc(NC(=O)C(C)Oc2ccccc2C(=O)NCc2ccccc2)cc1 (stereo unspecified)
  6.5 | -13.2
- CC(C)CCNC(=O)C12CN(Cc3ccccc3)CC1C(c1ccc([N+](=O)[O-])cc1)=NO2 (stereo unspecified)
  -5.7 | -21.0
- Cc1nn(CC(=O)N2CCc3ccccc32)c(C)c1S(=O)(=O)NC(C)(C)C
  -8.5 | 12.1
- Cc1ccc(S(=O)(=O)N2c3ccccc3OCC2C(C)(C)C)cc1 (stereo unspecified)
  8.1 | -18.8
- COc1cc(OC)c(OC)cc1/C=N/NC(=O)CCc1c(C)n[nH]c1C
  3.4 | -31.1
- CCCC(=O)NC(=S)Nc1ccc(S(=O)(=O)N2CCc3ccccc32)cc1
  5.9 | -15.2
- Nc1nc2ccc(Br)cc2o1
  7.9 | -29.0
- Cn1cc([N+](=O)[O-])c(C(=O)NCC(=O)O)n1
  -2.9 | 5.1
- Cc1cccc(C)c1NC(=O)N1CCC(n2c(=O)[nH]c3ccccc32)CC1
  1.0 | -6.3
- CC[C@]12c3[nH]c4ccccc4c3CCN1C(=O)C(CC(=O)NCCC1=CCCCC1)C[C@@H]2C(=O)N1CCN(C(=O)c2ccco2)CC1 (stereo partly specified)
  -8.2 | -7.2
- COCC(=O)OCC(=O)N1N=C(c2ccc(Cl)cc2)CC1c1ccco1 (stereo unspecified)
  -5.3 | 3.8
- C=CCNC(=O)c1n[nH]c2c1CC(C(C)(C)CC)CC2 (stereo unspecified)
  -4.3 | -1.8
- Cc1ccc2c(CC(=O)N(CC3CCCO3)c3c(N)n(Cc4ccccc4)c(=O)[nH]c3=O)coc2c1 (stereo unspecified)
  2.7 | -6.4
- O=C(O)C1=C(C(=O)Nc2cc(C(F)(F)F)ccc2Cl)CCCC1
  -1.4 | 9.4

Additional structures follow.
Order of results: TAG inh DAPI viability | TAG inh
- COCC(C)n1c(SC(C)C(=O)NC2CCCCC2C)nc2ccccc2c1=O (stereo unspecified)
  -2.0 | 3.7
- CN1CCN(C(=S)NC(=O)c2ccc(Cl)cc2)CC1
  -2.7 | 6.6
- OC[C@@H]1CN(Cc2ccc3c(c2)OCO3)C[C@H](n2cnc3c(NCc4ccncc4)ncnc32)O1
  -9.9 | 6.0
- Cc1ccc(C(c2c(NC(=O)c3ccco3)sc(C)c2C)N2CCOCC2)cc1 (stereo unspecified)
  -3.5 | -7.2
- COc1ccccc1CN(C)C(=O)COC(=O)c1ccc(Cl)nc1
  7.3 | -0.5
- Cc1ccsc1CN(C)CC(=O)N(C)CC(=O)Nc1c(Cl)cccc1Cl
  -3.9 | 5.2
- O=C(Cn1nnc2ccccc2c1=O)NCc1ccco1
  4.2 | -4.1
- CC1Cc2ccccc2N1C(=S)NC(=O)c1ccco1 (stereo unspecified)
  4.8 | -6.7
- Cc1cn2c(N)c(C=C3C=C(Cl)C(=O)C(Cl)=C3)c(=O)nc2s1
  14.3 | -12.9
- CC(=O)c1cccc(NC(=O)C(CC(C)C)NC(=O)C2CCCCC2)c1 (stereo unspecified)
  -1.3 | 1.4
- CSc1ncccc1C(=O)OCC(=O)N1CCc2ccccc21
  -6.3 | 13.8
- C=CCOC(=O)C1=C[C@H](c2ccc(C(F)(F)F)cc2)[C@@H](CCCO)[C@H](OCC)O1
  -2.0 | -12.7
- COC1=C(NCc2ccc3c(c2)OCO3)C(=O)C(OC)=C(NCc2ccc3c(c2)OCO3)C1=O
  3.1 | -10.8
- O=C(c1ccc(Cl)c(S(=O)(=O)N2CCCC2)c1)N1CCN(Cc2ccccc2)CC1
  -0.4 | -15.6
- Cc1nc(NC(C)c2ccccc2)sc1C(=O)Nc1ccccc1 (stereo unspecified)
  3.1 | -15.9
- CCOC(=O)c1sc(SC)c(C(C)=O)c1C
  -7.9 | 5.3
- CC(C)n1cnc2c(Nc3ccc(F)c(Cl)c3)nc(NCCO)nc21
  -9.6 | 3.8
- CC(=O)NCCn1c(SCC(=O)NC2CCCCC2)nc2ccccc2c1=O
  -9.1 | 9.3
- C=CCOc1ccc(C2CC(C)=NN2c2ccccc2)cc1 (stereo unspecified)
  11.9 | -5.9
- O=C(C1=C[C@H](C2CCCCC2)C[C@H](OCc2ccc(CO)cc2)O1)N1CCOCC1
  -5.2 | 11.7
- FC(F)(F)c1ccc(Cl)c(NC(=S)N/N=C/c2ccccc2Cl)c1
  -3.7 | 38.5
- Cc1c(Cl)cnc(NC(=O)COC(=O)c2cccc(S(=O)(=O)N3CCOCC3)c2)c1Cl
  -0.6 | -6.4
- O=C(CCC1CCCC1)NCCS(=O)(=O)N1CCN(c2ccc(F)cc2)CC1
  1.0 | -12.0
- O=C(NC1CCCCCC1)c1cc(S(=O)(=O)N2CCCCC2)ccc1N1CCOCC1
  -10.7 | 10.7
- O=C(NNS(=O)(=O)c1c(F)cc(F)c(Cl)c1F)C12CC3CC(CC(C3)C1)C2
  -5.3 | -8.3
- O=C(COC(=O)c1cccc(F)c1)NC(=O)NCc1ccccc1
  -7.7 | 6.9
- O=[N+]([O-])c1nn(-c2ccccc2)[n+]([O-])c1N1CCN(c2ccccc2F)CC1
  0.5 | 2.7
- O=C(O)C1CCCCC1C(=O)NCCc1ccncc1 (stereo unspecified)
  -3.8 | -6.2
- CCc1nnc(NC(=O)c2ccc(-c3ccc(Cl)cc3)o2)s1
  1.2 | 3.9
- COc1cccc(NC(=O)CN(C)C(=O)c2cc(-c3cccc(Br)c3)nc3ccccc23)c1
  2.3 | 18.8
- C/C(=N\NC(=O)CC(C)C)c1c(C(F)(F)F)[nH]n(-c2nc3ccccc3s2)c1=O
  10.7 | -6.6
- CCCCNC(=O)CN(c1cc(C(F)(F)F)ccc1Cl)S(C)(=O)=O
  0.2 | 2.8
- Cc1cccc2sc(NC(=O)CSc3nnnn3C)nc12
  -4.8 | 6.3
- O=[N+]([O-])c1ccc(CN2C=NS(=O)(=O)c3ccccc32)cc1
  1.4 | -9.3
- COc1cc(C(=O)OCC(=O)NC(=O)C2CCCCC2)ccc1OC(F)F
  -3.7 | 12.4
- O=C(O)CC1(CC(=O)Nc2cc3ccccc3cn2)CCCCC1
  3.1 | -5.5
- CCOc1ccccc1Nc1nnc(SCC(=O)NCC2CCCO2)s1 (stereo unspecified)
  6.2 | -27.5
- COc1ccc(C(=O)N2CCc3cc(OC)c(OC)cc3C2c2cccc([N+](=O)[O-])c2)cc1OC (stereo unspecified)
  -8.7 | 4.7
- CC(NC(=O)c1ccccc1)c1ccc(Br)cc1 (stereo unspecified)
  -7.1 | -4.1
- Cc1cc(C(=O)CN2C(=O)NC(C)(c3ccc(F)c(F)c3)C2=O)c(C)n1C1CC1 (stereo unspecified)
  16.2 | -13.5
- Cn1c(SCC(=O)Nc2ccc3c(c2)OCO3)nnc1-c1cnccn1
  -1.3 | 2.1
- CC(=O)OCCCn1c(C)[n+](C)c2cc(Cl)c(Cl)cc21
  0.6 | 8.2
- O=C(NC(=S)Nc1cc(Cl)ccc1N1CCOCC1)c1ccccc1[N+](=O)[O-]
  -3.2 | 16.5
- CC1CCN(S(=O)(=O)c2cn(C)c(=O)n(C)c2=O)CC1
  -3.3 | 2.3
- CN1C(=O)[C@H]2[C@@H](C3CC3)N3C(=O)CN(Cc4ccccc4)C(=O)[C@@]3(C)[C@H]2C1=O
  0.2 | -23.2
- CNC(=S)N/N=C1\CC(c2ccccc2)Oc2ccccc21 (stereo unspecified)
  -10.6 | 21.3
- CCOC(=O)CSc1nnc(COc2ccc3ccccc3c2)o1
  1.8 | -7.6
- O=C(CSc1nnc(COc2ccccc2F)n1-c1ccccc1)NCc1ccco1
  5.2 | -5.4
- COc1ccc(NC(=O)CN2CCN(c3ccc(F)cc3)CC2)cc1Cl
  3.8 | -19.5
- COc1ccc(NC(=O)C2=CC(c3ccc(C)cc3)=NS(=O)(=O)N2C)cc1OC
  -0.9 | -13.2

(further entries)
Order of results: TAG inh DAPI viability | TAG inh
- Cc1cc(C)c(NC(=O)C2=CCN(S(=O)(=O)c3ccc(F)cc3)CC2)c(C)c1
  -10.6 | 18.8
- CC(=O)Cn1cnc2c(sc3nc(C)cc(C)c32)c1=O
  1.7 | -4.2
- CCS(=O)(=O)NCc1ccc2c(c1)cc(C)n2C
  5.6 | 0.8
- CCCC(=O)Nc1nnc(S(=O)(=O)N2CCCCCC2)s1
  6.6 | 3.6
- O=C(C#Cc1ccccc1)Nc1ccccc1F
  -1.9 | 1.1
- C[C@@H]1CN([C@H](C)CO)C(=O)CCCn2nncc2CO[C@@H]1CN(C)S(=O)(=O)c1cccc(C#N)c1
  2.0 | 1.0
- Cc1[nH]c2ccccc2c1/C=N/NC(=O)c1cc(C(C)(C)C)[nH]n1
  -5.3 | 9.7
- CCCn1c(N)c(C(=O)CSc2nc3ccccc3n2CCC#N)c(=O)n(C)c1=O
  3.6 | 2.9
- O=C(N/N=C/c1ccco1)c1ccccc1OCc1ccc(Br)cc1
  15.0 | -5.2
- COc1ccc(-c2nn(-c3ccccc3)cc2/C=C\C(=O)N2CCOCC2)cc1[N+](=O)[O-]
  -2.7 | 6.1
- CC(C)NS(=O)(=O)c1ccc(CCC(=O)O)cc1
  -10.2 | 21.0

Full records from above. Values in the order: TAG inh DAPI viability, TAG inh
Listed for `Cc1cc(C)c(NC(=O)C2=CCN(S(=O)(=O)c3ccc(F)cc3)CC2)c(C)c1` → -10.6, 18.8
Listed for `Cc1[nH]c2ccccc2c1/C=N/NC(=O)c1cc(C(C)(C)C)[nH]n1` → -5.3, 9.7
Listed for `O=C(C#Cc1ccccc1)Nc1ccccc1F` → -1.9, 1.1
Listed for `O=C(N/N=C/c1ccco1)c1ccccc1OCc1ccc(Br)cc1` → 15.0, -5.2
